SUMO HTRF inh: inhibitors of human SUMOylation (UBC9) | P63279 | actives 0.36% (n = 290,000) | inhibition, % at 35 µM | HTRF SUMOylation assay, SAE1/SAE2 + UBC9, in vitro; in the data active = inhibition above about 50%, passing the limit was not always enough; also: strong numbers were not always called active
PHOSPHO1 inh: blocks human PHOSPHO1 phosphatase activity; Q8TCT1; recombinant PHOSPHO1, absorbance phosphatase assay; inhibition, % at 13.3 µM; actives 1.1% (n = 290,000); in the data active = inhibition above about 60%
VIM-2 inh: inhibitors of Pseudomonas aeruginosa VIM-2 metallo-beta-lactamase | inhibition, % at 5.6 µM | purified VIM-2, nitrocefin hydrolysis, epi-absorbance fluorescence | AID 1527 | actives 0.89% (n = 290,000);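 active = inhibition above the mean of all tested compounds plus 3 SD, cutoff set per screening run, cut at about 7.5% in these data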;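 also: red hydrolysis product quenches plate fluorescence so inhibitors raise well fluorescence; 0% = enzyme with DMSO and 100% = DMSO without enzyme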
HCV NS3 hel inh: inhibitors of Hepatitis C virus NS3 helicase; inhibition, % at 10.9 µM; AID 1800; NS3 helicase DNA unwinding, Cy5 molecular beacon fluorescence; actives 0.56% (n = 290,000);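 active = inhibition above the mean of all tested compounds plus 3 SD, set per campaign, cut at about 35% in these data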;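 also: 0% = DMSO wells and 100% = thioflavine S control wells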
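System: NS3 helicase fragment of HCV / Schedule: 1 h at 25 °C / Control set: DMSO alone as 0% and 110 µM thioflavine S as 100% / Reagent: Cy5/quencher beacon DNA duplex and ATP to start / Technique: Cy5 fluorescence / Replication: singlicate / Evaluation: % inhibition of end-to-start signal ratio versus controls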
DNA FID counter: fluorescent intercalator displacement, NS3 helicase counter-screen | DNA fluorescent intercalator displacement, fluorescence | inhibition, % at 7.9 µM | actives 0.17% (n = 290,000); in the data active = inhibition above about 37%;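 also: 0% = vehicle and 100% = reference compound; higher means more ethidium bromide displaced from hairpin DNA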
IDE act: boosts human insulin-degrading enzyme activity in HEK cells; P14735; FAbeta-B cleavage, fluorescence polarization; 0% vehicle, 100% cell-free pure enzyme wells; activation, % at 5.96 µM; actives 0.073% (n = 340,000); AID 493087;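 active = activation above the mean of all tested compounds plus 3 SD, set per screening campaign, cut at about 17% in these data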
MEKK3 PB1 HTS: MEKK3-MEK5 PB1 interaction, increase or decrease. Q99759. bead-based flow cytometry, Alexa488-MEK5 binding to MEKK3; actives lie on both sides; 0 = blocked by unlabeled MEK5, 100 = vehicle. binding response (% of control), % at 10 µM. actives 1.4% (n = 290,000);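 active = binding response more than 3 SD above or below the average of its plate-row segment, actives on both sides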;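 also: Alexa488 bead fluorescence after subtracting the streptavidin-only scavenger bead signal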
IMP-1 inh: blocks Pseudomonas aeruginosa IMP-1 metallo-beta-lactamase; actives 0.45% (n = 290,000); purified IMP-1, nitrocefin hydrolysis, epi-absorbance fluorescence; inhibition, % at 5.6 µM;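 active = inhibition above the mean plus 3 SD of all compounds in the same screening run, cut at about 4.5% in these data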;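 also: 0% = IMP-1 with DMSO and 100% = DMSO wells lacking enzyme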
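Test system: recombinant IMP-1 enzyme, purified / Medium: HEPES buffer pH 7.1 with ZnSO4 and Brij 35 / Doses: single dose, 5.6 µM / Times: 25 °C, 15 min preincubation, 25 min reaction / Detection: Epi-absorbance via hydrolysed-nitrocefin quenching of white-plate fluorescence, 480/530 nm, EDTA stop / Evaluation: percent inhibition from optical density relative to buffer-blank wells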
p-CIP stab down: p/CIP protein destabilization | decrease of EGFP signal, % at 10 µM | F442A p/CIP-EGFP cells, EGFP fluorescence, 16 h | actives 0.01% (n = 290,000) | AID 1984;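 active = EGFP signal decrease of at least 30% at 10 µM or well 3 SD below plate mean, unless failing retest; inactive = the rest, including hits failing retest or dose response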; also: some compounds called inactive have numbers as strong as hits; many of its hits are not listed in these tables
Target sequence (Q05BA5 1-1403): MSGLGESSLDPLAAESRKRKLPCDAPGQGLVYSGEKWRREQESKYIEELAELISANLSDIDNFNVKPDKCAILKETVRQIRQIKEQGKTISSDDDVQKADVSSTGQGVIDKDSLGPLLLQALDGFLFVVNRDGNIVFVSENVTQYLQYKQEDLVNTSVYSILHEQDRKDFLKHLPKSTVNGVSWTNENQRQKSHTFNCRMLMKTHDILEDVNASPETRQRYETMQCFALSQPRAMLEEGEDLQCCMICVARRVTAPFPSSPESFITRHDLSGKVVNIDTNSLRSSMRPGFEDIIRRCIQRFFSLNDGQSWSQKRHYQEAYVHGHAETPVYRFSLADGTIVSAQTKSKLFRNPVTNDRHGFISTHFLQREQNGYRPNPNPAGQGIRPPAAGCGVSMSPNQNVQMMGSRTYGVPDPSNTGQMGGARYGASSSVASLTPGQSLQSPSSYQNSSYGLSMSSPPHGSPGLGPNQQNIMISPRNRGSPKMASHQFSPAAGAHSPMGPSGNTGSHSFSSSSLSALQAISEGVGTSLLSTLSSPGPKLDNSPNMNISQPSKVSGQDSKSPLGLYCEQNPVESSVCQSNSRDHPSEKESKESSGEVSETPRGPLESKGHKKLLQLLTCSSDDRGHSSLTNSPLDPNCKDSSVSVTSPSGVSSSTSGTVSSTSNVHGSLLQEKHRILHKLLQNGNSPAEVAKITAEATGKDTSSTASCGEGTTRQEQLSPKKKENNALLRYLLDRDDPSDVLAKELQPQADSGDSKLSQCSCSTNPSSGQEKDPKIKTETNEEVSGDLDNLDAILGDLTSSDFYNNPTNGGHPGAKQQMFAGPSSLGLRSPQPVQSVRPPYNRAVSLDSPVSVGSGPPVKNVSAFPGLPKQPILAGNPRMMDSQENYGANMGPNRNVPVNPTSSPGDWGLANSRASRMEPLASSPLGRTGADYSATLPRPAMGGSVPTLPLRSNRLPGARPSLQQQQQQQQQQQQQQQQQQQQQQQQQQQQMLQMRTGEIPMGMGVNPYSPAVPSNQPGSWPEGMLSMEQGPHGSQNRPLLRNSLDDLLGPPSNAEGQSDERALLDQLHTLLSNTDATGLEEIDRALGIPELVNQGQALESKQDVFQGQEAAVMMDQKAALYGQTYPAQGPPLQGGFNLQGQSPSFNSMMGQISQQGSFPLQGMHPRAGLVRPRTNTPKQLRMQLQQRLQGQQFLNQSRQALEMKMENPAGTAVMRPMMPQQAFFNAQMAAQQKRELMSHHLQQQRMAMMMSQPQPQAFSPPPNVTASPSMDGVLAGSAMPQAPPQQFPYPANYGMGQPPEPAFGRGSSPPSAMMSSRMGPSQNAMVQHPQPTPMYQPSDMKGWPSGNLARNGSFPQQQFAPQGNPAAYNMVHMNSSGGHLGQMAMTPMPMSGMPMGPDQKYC
* marks the source's active call; other numbers are inactive results; nt = no result given; & = joins results of further samples. Not all compounds are listed; rates above refer to the full screens.

SMILES | SUMO HTRF inh | PHOSPHO1 inh | VIM-2 inh | HCV NS3 hel inh | DNA FID counter | IDE act | MEKK3 PB1 HTS | IMP-1 inh | p-CIP stab down
CCS(=O)(=O)c1ccc(O)c(NC(=O)COc2ccc(Br)cc2)c1 | 2 | 16 | 0.8 | 9 | -17 | -4 | 95 | -0.7 | 7
O=C(CN1C(=O)NC(Cc2c[nH]c3ccccc23)C1=O)NCCc1ccccc1 (stereo unspecified) | -3 | -8 | -3.1 | -1 | -12 | 3 | 103 | 0.2 | -20
CCOC(=O)C1CCN(C(=O)Nc2cccc(OC)c2)CC1 | 1 | 36 | -3.5 | 9 | -7 | 2 | 91 | -2.8 | -7
COc1ccc(NC(=O)CC2C(=O)N(c3ccc(OC)cc3)C(=O)N2C(C)C)cc1 (stereo unspecified) | 3 | 14 | 1.4 | 46* | 3 | 1 | 98 | -0.4 | -6
COc1cc(CC(=O)OCC(=O)N2C(C)CCCC2C)cc(OC)c1OC (stereo unspecified) | 5 | 39 | -0.2 | 4 | -19 | -2 | 102 | -1.4 | -13
Cc1cccn2c(=O)c(/C=C(\C#N)C(N)=O)c(N3CCN(Cc4ccc5c(c4)OCO5)CC3)nc12 | 0 | -8 | 1.0 | -3 | -19 | 3 | 103 | 0.1 | 0
CCn1cc(C(=O)NCCN(C)C)c(=O)c2cc(F)c(N3CCN(C)CC3)cc21 | 18 | nt | 12* | 15 | 56* | 1 | 105 | -1.7 | -4
CCCCN(CC)C(=O)Cc1c(C(=O)O)[nH]c2ccc(Cl)cc12 | -5 | 14 | -1.5 | 12 | -35 | 3 | 101 | -3.5 | -9
O=C1CCCN1CC(CN1CCOCC1)Sc1nnnn1-c1ccccc1 (stereo unspecified) | 18 | 58 | -0.3 | -2 | -4 | 4&1 | 108 | -1.5 | 8
CC(NC(=O)/C(C#N)=C/c1ccco1)c1ccccc1 (stereo unspecified) | -14 | 8 | -3.2 | -1 | 30 | 0 | 105 | -3.2 | -6
CCN1CCCC1CNCc1cccc(OC)c1OCc1ccc(F)cc1 (stereo unspecified) | -3 | -20 | -0.7 | -11 | 27 | 2 | 95 | 0.2 | -7
O=C(Nc1cccnc1)c1cc(-c2cccnc2)nc2ccc(Br)cc12 | 14 | 11 | -0.1 | 3 | -4 | -7 | 103 | -0.6 | -20
Cc1c(NC(=O)CSCc2c(F)cccc2Cl)c(=O)n(-c2ccccc2)n1C | 1 | -26 | -3.5 | 8 | -23 | nt | 98 | -2.8 | -10
O=C(Cn1cc(S(=O)(=O)Cc2ccccc2)c2ccccc21)Nc1ccccc1 | 0 | 11 | -0.5 | 7 | -22 | 6 | 101 | -3.7 | -5
Cc1ccc(C)c(S(=O)(=O)Nc2ccc(S(=O)(=O)Nc3onc(C)c3C)cc2)c1 | 27 | -42 | -3.3 | 6 | -23 | 1 | 100 | -2.8 | -8
Cc1nn(-c2ccccc2)c2c1C(c1ccc(F)cc1)C(C#N)=C(N)O2 (stereo unspecified) | 84 | -8 | -1.9 | 13 | 0 | 3 | 97 | -2.3 | -9
Cc1ccccc1OCCn1ccnc1 | -2 | nt | -3.1 | -15 | 1 | 7 | 103 | -4.7 | 0
O=S(=O)(c1ccccc1)N1CCN=C1SCc1ccccc1Cl | 2 | 1 | -2.4 | -11 | -22 | -2 | 101 | -0.3 | -12
CC(Oc1ccccc1F)C(=O)NNC(=O)CCNC(=O)c1ccccc1Cl (stereo unspecified) | 0 | 10 | -4.1 | -2 | -7 | -2 | 105 | -3.1 | -2
Cc1cccc(-c2nc(CSCC(=O)N3CCN(c4ccccn4)CC3)c(C)o2)c1 | 17 | 16 | -1.9 | -2 | -39 | 6 | 101 | -2.7 | -10
O=C(CSc1nnc(-c2ccccc2O)o1)N1CCCCC1 | -2 | 45 | -1.4 | -1 | -18 | 4 | 100 | -3.9 | 6
O=[N+]([O-])CC(=Nc1ccc(F)cc1)N/N=C\c1oc(O)c2ccccc12 | -5 | 38 | -1.4 | 16 | -27 | nt | 117 | -1.6 | 4
COC(=O)CCN(C(=O)C1C2CC3CC(C2)CC1C3)c1ccccn1 (stereo unspecified) | -1 | -6 | -3.2 | -19 | -20 | 3 | 94 | -3.4 | -6
COCCNC(=O)C(=O)NNC(=O)COc1ccc(OC)cc1 | -5 | 37 | -3.2 | 4 | 0 | -3 | 110 | -4.0 | -4
CSc1ccccc1OCc1cc(C(=O)N2CCCC(C)C2)no1 (stereo unspecified) | -10 | 23 | -0.4 | -2 | -34 | 7 | 102 | -1.9 | 4
O=C(CSc1nc(-c2cccs2)cc(C(F)(F)F)n1)NCc1ccco1 | -5 | -16 | -1.3 | 2 | -16 | 0 | 95 | -2.4 | -28
CC(=O)N1CCSc2ccc(S(=O)(=O)Nc3cccc(C)c3)cc21 | 15 | 10 | -2.7 | 21 | -25 | 3 | 106 | -2.2 | -21
Cc1nc(CSc2nnc(Nc3cccc(C)c3C)s2)cs1 | -5 | 0 | 0.2 | -2 | -26 | 0 | 97 | -3.1 | 4
COc1cccc(/C=C/C(=C2/C(=O)N(c3ccccc3)N=C2C)c2ccc(C)cc2)c1OC | 27 | -22 | 1.0 | 3 | -3 | 7 | 107 | -0.9 | -8
Cc1ccccc1C(=O)Oc1ccc(Br)cc1C(=S)N1CCCC1 | -17 | 14 | -1.0 | 0 | -5 | 3 | 103 | 0.8 | -7
CCOc1ccc(NC(=O)C/C(C)=N/NC(=O)c2cnccn2)cc1 | 1 | 26 | -5.6 | -2 | -10 | 2 | 97 | -0.3 | -8
COc1cc(C(=O)NC(C)c2ccc3ccccc3c2)cc(Cl)c1O (stereo unspecified) | 6 | 35 | -2.2 | -21 | -16 | 1 | 99 | -1.6 | -12
O=C(NC1CCCCCC1)c1ccc(N2CCCC2=O)cc1 | 10 | 3 | -3.0 | 2 | -13 | -1 | 110 | -3.6 | 1
CC(C)CC(=O)Nc1ccc(C(=O)NNC(=O)C(c2ccccc2)c2ccccc2)cc1 | 20 | -1 | -3.9 | -6 | -25 | -3 | 96 | -0.9 | -7
CCCc1ccc(OCc2nc(-c3ccc(NC(=O)c4cccs4)cc3)no2)cc1 | 0 | 0 | -2.4 | 11 | 4 | 0 | 94 | -0.8 | 6
Cc1c(NS(=O)(=O)c2ccc3nc(COc4ccccc4Cl)[nH]c3c2)c(=O)n(-c2ccccc2)n1C | 11 | 16 | -0.9 | -4 | -26 | 4 | 90 | -0.8 | -6
COc1ccc(NC(=O)c2oc3ccc(S(=O)(=O)N4CCOCC4)cc3c2C)cc1 | 17 | -10 | -2.3 | -3 | -13 | -2 | 102 | -1.4 | 0
COc1ccc(Cl)cc1NC(=O)c1cnccn1 | 1 | 29 | 1.5 | -8 | 0 | 5 | 103 | -2.4 | -2
CCc1nc(SCC(=O)NNC(=O)c2ccc(C)cc2)c2ccccc2n1 | 7 | 30 | -1.9 | -7 | -34 | -4 | 102 | -1.9 | -8
CCOC(=O)C1CCCN(C(=O)C2CC(=O)N(c3ccc(C)cc3)C2)C1 (stereo unspecified) | 10 | -3 | -1.9 | -3 | -16 | -3 | 62 | -5.3 | -7
COc1ccc(/C=C/C(=O)OC(C)CN2CCCCC2)cc1 (stereo unspecified) | 1 | 40 | -0.7 | 7 | 5 | 1 | 108 | -4.9 | -6
Nc1nnc(SCC(=O)OCC(=O)Nc2ccc(Br)cc2)s1 | 5 | 3 | -2.9 | -10 | 3 | 7 | 95 | -0.3 | -13
COc1cc([N+](=O)[O-])cc(/C=N/NC(=O)c2cc(C)nc3ccccc23)c1O | 11 | 28 | -3.5 | 16 | -8 | -1 | 100 | -3.2 | -6
CCN(CC)C(=O)CSc1nnc(NC(=O)CCc2ccccc2)s1 | -2 | -20 | 0.9 | -4 | -7 | 0 | 156* | -3.0 | -27
Nc1nnnn1/N=C/c1ccc(Cl)cc1 | 20 | 29 | -0.1 | -6 | -4 | 3 | 106 | -1.4 | 5
Cc1cc(C)nc(Nc2ccccc2F)n1 | 0 | 3 | 1.7 | 12 | -5 | 6 | 102 | 1.0 | 29
CSc1ccc(/C=N\NC(=O)COc2ccc(Cl)cc2Br)cc1 | 27 | -16 | -2.4 | -12 | -6 | 8 | 101 | -1.1 | -5
CC(=O)NCCC(=O)N1CCCC(N2CCN(c3cccc(Cl)c3)CC2)C1 (stereo unspecified) | 7 | 19 | 0.2 | 0 | -10 | -2 | 101 | -1.1 | 2
COc1cccc(C(=O)O/N=C(\N)CS(=O)(=O)c2ccccc2)c1 | 4 | 43 | -2.9 | 5 | -14 | -6 | 98 | -3.6 | -36
O=C(Nc1ccc(CN2CCCCC2)cc1)c1cccc(Br)c1 | -9 | -29 | -3.9 | 4 | 14 | 2 | 92 | -2.1 | -1

Entries of single compounds, looked up by structure. Screens in order: SUMO HTRF inh, PHOSPHO1 inh, VIM-2 inh, HCV NS3 hel inh, DNA FID counter, IDE act, MEKK3 PB1 HTS, IMP-1 inh, p-CIP stab down
Record of Cc1cc(C)nc(Nc2ccccc2F)n1 → 0, 3, 1.7, 12, -5, 6, 102, 1.0, 29
Record of Nc1nnnn1/N=C/c1ccc(Cl)cc1 → 20, 29, -0.1, -6, -4, 3, 106, -1.4, 5
Record of COc1ccc(NC(=O)c2oc3ccc(S(=O)(=O)N4CCOCC4)cc3c2C)cc1 → 17, -10, -2.3, -3, -13, -2, 102, -1.4, 0
Record of COC(=O)CCN(C(=O)C1C2CC3CC(C2)CC1C3)c1ccccn1 (stereo unspecified) → -1, -6, -3.2, -19, -20, 3, 94, -3.4, -6

Next part.
SMILES | SUMO HTRF inh | PHOSPHO1 inh | VIM-2 inh | HCV NS3 hel inh | DNA FID counter | IDE act | MEKK3 PB1 HTS | IMP-1 inh | p-CIP stab down
COc1cccc(NC(=O)C(=O)N/N=C(\C)CC(=O)Nc2ccc(NC(C)=O)cc2)c1 | 8 | 24 | -2.9 | -7 | -29 | 4 | 99 | -3.5 | -4
Cc1ccc(NC(=O)CSc2nnc(-c3ccccn3)n2N)c(Br)c1 | 6 | 28 | -0.8 | 0 | -12 | nt | 101 | -3.5 | 1
COc1ccc(C(=O)NCCCN2CCOCC2)cc1Br | 13 | 35 | 1.4 | -1 | 4 | 4 | 87 | -0.7 | 1
Cc1ccc(-c2c(C#N)c(N)nc3c2CCCC3)o1 | 15 | -8 | 7.7 | -2 | -15 | 5 | 98 | -5.0 | 3
Cc1ccc(C(=O)NCC(=O)Nc2ccccc2C(F)(F)F)cc1 | -6 | -1 | -2.0 | 4 | -7 | 0 | 102 | 0.0 | -1
Cc1cc(Oc2ccccc2F)nc(NCc2ccccc2)n1 | -1 | 24 | -3.2 | -13 | -12 | 5 | nt | -1.1 | -12
CCc1ccc(NC(=O)CSc2nnc(-c3cccs3)n2CC)cc1 | 16 | 29 | -4.3 | -2 | -30 | -15 | 100 | -3.4 | -8
O=C(O)C(Cc1ccccc1)Nc1ccc([N+](=O)[O-])cc1[N+](=O)[O-] (stereo unspecified) | 0 | 6 | -0.5 | 38* | 1 | 6 | 99 | -2.3 | -26
